MBNL1-CUG inh – MBNL1-poly(CUG) RNA binding inhibition; AID 2675; Potency, µM (series often up to 57.5 µM), for the others: at the top dose activity change, negative = inhibition, most hits filed as inhibitors; actives 0.036% (n = 280,000); TR-FRET MBNL1-His/biotin-(CUG)12 binding, 665/545 ratio; active = well fitted inhibition curve with a large enough effect in the signal ratio, with a control signal flat, not every such curve was filed as active; inconclusive = small, poorly fitted or top-dose-only effect, or effect the other way, or a change in a side signal; inactive = no such curve, though single readings can be large or run the other way; the % refers to the signal ratio; note: potency is the fitted concentration of half-maximal effect; % is set by controls: 0 for no effect and ±100 for the full control effect
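TR-FRET between His-tagged MBNL1 and biotin-(CUG)12 RNA, detected with Tb anti-His antibody (0.055 ng/ul) and streptavidin-XL665 (5 nM), 60 min at room temperature. Compounds titrated 92 nM to 58 uM; 665/545 nm ratio normalized to buffer and complex controls.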
Coupling enz – coupling enzyme interference in Giardia aldolase counter-screen | coupling enzyme system counterscreen, AmpLite Red fluorescence | activity change, negative = inhibition, % at 58.2 µM, hits read low | actives 0.67% (n = 290,000); in the data active = activity change below about -30%; note: % is set by controls: 0 for no effect and ±100 for the full control effect
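Activity here indicates interference with the coupling reaction, not aldolase inhibition. Compounds at 57.5 uM final met coupling enzymes for 10 min at RT; substrate and AmpLite Red detection followed, with a 525/598 nm fluorescence read after 20 min.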
TRPV1 agonist – human TRPV1 agonism; AID 540275; TRPV1-expressing cells, Fluo-8 calcium influx, agonist mode; activation, % at 8.33 µM; actives 0.19% (n = 320,000); Q8NER1; in the data active = activation above about 80%; inconclusive = between about 30% and that limit; note: 0% is about no effect
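Fluo-8 calcium influx in TRPV1-expressing cells, kinetic read (ex 480/em 520 nm). Compound added and read 3 min for agonist activity, followed by capsaicin at EC20 final and 2 min further read for enhancement.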
ASM inhibitor – blocks human secretory acid sphingomyelinase. P17405. placental ASM, HMU-PC fluorogenic substrate, 60 min. Potency, µM (highest dose often 57.5 µM), for the others: at the top dose activity change, negative = inhibition, hits mostly inhibitors. actives 0.006% (n = 340,000). AID 504937; note: potency is the fitted concentration of half-maximal effect
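qHTS format. ASM enzyme prepared from human placenta hydrolyses the fluorogenic substrate HMU-PC0 (9 uM final) over 60 min at 37 °C after a 10 min compound preincubation.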
a7 integrin act – activates integrin-mediated alleviation for muscular dystrophy; Potency, µM (top dose mostly 38.3 µM), for inactives: at the top dose activation, hits mostly activators; AID 624291; alpha7betagal myoblasts, beta-gal FDG fluorescence, 48 h; actives 0.064% (n = 350,000);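 note: potency is the fitted concentration of half-maximal effect; 100% = response of the positive control SU9516; nearly all actives have a fitted effect of over 60% in size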
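alpha7betagal+/- myoblasts (passage 13, 250/well) treated 48 h at 37C with compounds at 1:260 dilution of DMSO stock. Lysed, then beta-galactosidase activity read as FDG fluorescence (ex 480/em 540) after 30 min, with pre-read for autofluorescence.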
KCNH2 3.1 inh – blocks the human KCNH2 3.1 channel isoform; AID 720553; U2OS KCNH2 3.1, thallium flux FluxOr; active compounds read low; activity change, % (tested at about 1.8 µM); actives 0.95% (n = 340,000);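 active = maximum activity change below -70%; inconclusive = maximum activity change from -70% to -50%; inactive = maximum activity change above -50%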;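 note: thallium influx rate constant from kinetic fluorescence after stimulation buffer; % is set by controls: 0 for no effect and ±100 for the full control effect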
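Thallium flux read-out: FluxOr dye with Red40 quencher in HBSS/HEPES, 45 min at RT. Rate constants from kinetic reads were normalized to positive and negative DMSO controls. Cells: U2OS virally expressing the 3.1 isoform.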
CXXC DNA block – blocks binding of human MLL CXXC domain to DNA | Potency, µM (doses to about 115 µM), without a hit: at the top dose activity change, negative = inhibition, hits mostly inhibitors | Q03164 | actives 0.037% (n = 290,000) | MLL-CXXC / FITC-HOXA9 DNA fluorescence polarization | AID 2662; active = well fitted inhibition curve with a large enough effect in the polarisation, with a control signal flat, not every such curve was filed as active; inconclusive = small, poorly fitted or top-dose-only effect, or effect the other way, or a change in a side signal; inactive = no such curve, though single readings can be large or run the other way; the % refers to the polarisation; note: potency is the fitted concentration of half-maximal effect
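Fluorescence polarization: 7 uM MLL-CXXC (stock) preincubated 5 min with compounds, then 50 nM fluorescein-HOX-A9 DNA (stock) added; 30 min ambient. Buffer 50 mM Tris-HCl pH 7.5, 50 mM NaCl, 1 mM DTT, 0.05% BSA.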
GALK inhibitor – galactokinase (human) inhibition | Purified GALK, Kinase-Glo residual ATP luminescence | Potency, µM (top dose mostly 57.5 µM), without a hit: top-dose activity change, negative = inhibition, usual class: inhibitors | P51570 | actives 0.007% (n = 270,000); note: potency is the fitted concentration of half-maximal effect; % is set by controls: 0 for no effect and ±100 for the full control effect
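ATP-depletion format; final 35 uM ATP, 100 uM D-galactose, 5 nM enzyme; pH 8.0 HEPES/Mg2+ buffer; 60 min RT; luminescence read 10 min after detection reagent.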
A-T KAP1 phos – potential ataxia-telangiectasia treatment | […] A-T fibroblasts, KAP-1 phosphorylation AlphaLISA; neocarzinostatin DNA damage 30 min before lysis | Potency, µM (series often up to 57.5 µM), for the others: at the top dose activation, hits mostly activators | actives 0.19% (n = 320,000) | AID 485349; note: potency is the fitted concentration of half-maximal effect; % of control where 0% means no effect; nearly all actives have a fitted effect of over 45% in size
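hTERT-immortalized A-T patient fibroblasts ([…]), 500 cells/well in OPTI-MEM, 1% FBS, got compounds for 60 min, then NCS for 30 min at 37C. Lysates were then assayed for phospho-KAP-1 by AlphaLISA (anti-pKAP1 donor, anti-KAP1 acceptor beads), 6 hr at 25C.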
KCNH2 WT inh – blocks the wildtype human KCNH2 potassium channel; Q12809; U2OS, BacMam KCNH2, thallium flux FluxOr; active compounds read low; activity change, % at 1.84 µM; actives 0.37% (n = 340,000);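 active = maximum activity change below -70%; inconclusive = maximum activity change between -70% and -50%; inactive = maximum activity change above -50%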; note: % is set by controls: 0 for no effect and ±100 for the full control effect
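U2OS cells were transduced with wild-type KCNH2 virus (2.03 x 10^8 / mL) for 4 h at room temperature, then cultured overnight at 37 C. Thallium flux was read with FluxOr dye. Rate constants were normalized to DMSO controls.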
Active calls of the source: *; ? = inconclusive; . = no result given; [ ] = another dose, or the depositor's remark. Unless noted, calls come from the whole dose curve; as a rule, active = well fitted curve in the direction sought with a large enough effect; inconclusive = small, poorly fitted or top-dose-only effect, or another doubt; inactive = no such curve, though single readings can be large; an effect the other way counts as inactive or inconclusive.

SMILES	MBNL1-CUG inh	Coupling enz	TRPV1 agonist	ASM inhibitor	a7 integrin act	KCNH2 3.1 inh	CXXC DNA block	GALK inhibitor	A-T KAP1 phos	KCNH2 WT inh
COc1ccc(C(=O)Nc2nc3cc4c(cc3s2)OCCO4)c(OC)c1	-7.8%	4.0	5.8	31.8%	11.8%	-5.4	-1.9%	3.8%	-11.5%	-1.4
Cc1cc(Cl)nc(Cl)c1C(=O)N1CCOCC1	.	3.7	-2.1	2.6%	0.7%	14.4	1.1%	10.6%	0.9%	3.0
Cc1ccc(S(=O)(=O)Nc2c(C)ccc3nsnc23)cc1	?	-8.6	4.1	1.2%	11.8%	-4.9	0.2%	-0.9%	-4.2%	-3.0
CCC1(C)CC2(CCCN(CCC(O)(c3ccccc3)c3ccccc3)C2)CCO1 (stereo not given)	-4.8%	2.1	?	-0.8%	-39.5%	7.5	8.0%	0.2%	52.6%	36.9
NNc1ccc(Cl)nn1	.	0.0	-1.3	-2.4%	-3.9%	-18.0	-0.6%	1.2%	-5.0%	6.4
O=C(NCCCCCNC(=O)c1cccnc1)c1cccnc1	-3.1%	0.3	-3.1	-0.6%	-10.7%	35.2	-1.0%	0.7%	-2.0%	47.7
Nc1ccc[n+](Cc2ccccn2)c1	5.9%	-5.0	.	5.6%	9.7%	5.6	0.7%	1.4%	16.6%	0.3
O=[N+]([O-])c1cc(S(=O)(=O)N2CCCC2)ccc1OCCOc1ccccc1	.	.	-2.3	-0.4%	4.8%	-3.0	.	.	0.0%	2.8
CCOC(=O)c1c(NC(=O)C(Sc2ccccc2)c2ccccc2)sc(C(N)=O)c1C (stereo not given)	-1.1%	-6.6	0.7	-29.6%	-53.9%[inhibitor]	0.8	4.0%	0.1%	-0.2%	15.4
COc1cc(-c2nnc3sc(-c4ccco4)nn23)cc(OC)c1OC	7.6%	2.0	-2.4	-3.1%	-12.2%	-0.1	5.5%	-0.4%	-3.0%	-6.0

Compounds listed so far that contain two or more sulfur atoms:
SMILES	MBNL1-CUG inh	Coupling enz	TRPV1 agonist	ASM inhibitor	a7 integrin act	KCNH2 3.1 inh	CXXC DNA block	GALK inhibitor	A-T KAP1 phos	KCNH2 WT inh
Cc1ccc(S(=O)(=O)Nc2c(C)ccc3nsnc23)cc1	?	-8.6	4.1	1.2%	11.8%	-4.9	0.2%	-0.9%	-4.2%	-3.0
CCOC(=O)c1c(NC(=O)C(Sc2ccccc2)c2ccccc2)sc(C(N)=O)c1C (stereo not given)	-1.1%	-6.6	0.7	-29.6%	-53.9%[inhibitor]	0.8	4.0%	0.1%	-0.2%	15.4

Sorted by heavy-atom count (ascending): 3 of the compounds above
SMILES	MBNL1-CUG inh	Coupling enz	TRPV1 agonist	ASM inhibitor	a7 integrin act	KCNH2 3.1 inh	CXXC DNA block	GALK inhibitor	A-T KAP1 phos	KCNH2 WT inh
Nc1ccc[n+](Cc2ccccn2)c1	5.9%	-5.0	.	5.6%	9.7%	5.6	0.7%	1.4%	16.6%	0.3
Cc1ccc(S(=O)(=O)Nc2c(C)ccc3nsnc23)cc1	?	-8.6	4.1	1.2%	11.8%	-4.9	0.2%	-0.9%	-4.2%	-3.0
CCC1(C)CC2(CCCN(CCC(O)(c3ccccc3)c3ccccc3)C2)CCO1 (stereo not given)	-4.8%	2.1	?	-0.8%	-39.5%	7.5	8.0%	0.2%	52.6%	36.9

(list continues)
SMILES	MBNL1-CUG inh	Coupling enz	TRPV1 agonist	ASM inhibitor	a7 integrin act	KCNH2 3.1 inh	CXXC DNA block	GALK inhibitor	A-T KAP1 phos	KCNH2 WT inh
COC(=O)c1c(NC(=O)CN2C(=O)c3ccccc3C2=O)sc(Cc2ccc3c(c2)OCO3)c1C	47.0%[activator]	0.0	-2.8	-0.4%	8.2%	-0.7	6.2%	.	3.5%	-2.8
CC1CCCC(C)N1CCCNC(=O)Cn1ncc2c([nH]c3ccccc32)c1=O (stereo not given)	-2.5%	-4.6	-2.8	-2.1%	-22.0%	-5.5	4.3%	-0.2%	-1.1%	4.5
O=C1CN(C(=O)C2CCC(=O)N(CCc3ccc(Cl)cc3)C2)CCN1 (stereo not given)	0.7%	.	1.4	0.9%	19.6%	5.9	-4.0%	3.8%	5.8%	-7.8
CCOC(=O)CSc1nnc(CNC(=O)c2ccco2)n1-c1ccc(F)cc1	0.0%	5.0	-6.4	4.2%	25.5%	-10.2	-13.4%	3.9%	0.0%	3.9
COC(=O)c1sc(NC(=S)NC(=O)c2cc(OC)c(OC)c(OC)c2)nc1C	-3.8%	2.6	-1.5	-0.7%	-0.4%	-13.2	3.1%	-4.6%	12.6%	0.4
COC(=O)c1ccc(CNS(=O)(=O)c2ccc3ccccc3c2)cc1	-5.6%	-12.0	0.2	-0.8%	2.2%	-4.7	-3.4%	15.0%	3.0%	-5.8
O=C(NCCC1=CCCCC1)C1CCC(=O)N(Cc2cccc(C(F)(F)F)c2)C1 (stereo not given)	3.2%	.	?	0.5%	-22.0%	-13.1	0.3%	-7.8%	16.4%	18.2
COc1ccc(N2C(=O)c3cccc4cccc(c34)C2=O)cc1	23.1%	4.1	-0.2	-5.0%	12.7%	9.5	-3.5%	-0.8%	-0.3%	-15.2
CCc1ccc(NS(=O)(=O)c2ccc3c(c2)oc(=O)n3C)cc1	-6.9%	-0.6	29.9	-7.1%	-23.6%	-10.0	2.4%	2.3%	-4.5%	7.0
Cc1ccc(S(=O)(=O)N2CCN(C(=O)c3ccco3)CC2)c(C)c1	-11.5%	1.6	11.1	-0.1%	13.3%	-1.0	-2.0%	1.6%	?	.

Reprinted from the part before: 2 compounds; new compounds follow.
SMILES	MBNL1-CUG inh	Coupling enz	TRPV1 agonist	ASM inhibitor	a7 integrin act	KCNH2 3.1 inh	CXXC DNA block	GALK inhibitor	A-T KAP1 phos	KCNH2 WT inh
CCc1ccc(NS(=O)(=O)c2ccc3c(c2)oc(=O)n3C)cc1	-6.9%	-0.6	29.9	-7.1%	-23.6%	-10.0	2.4%	2.3%	-4.5%	7.0
Cc1ccc(S(=O)(=O)N2CCN(C(=O)c3ccco3)CC2)c(C)c1	-11.5%	1.6	11.1	-0.1%	13.3%	-1.0	-2.0%	1.6%	?	.
O=C(Nc1cccn2ncnc12)C(F)(F)F	-5.3%	-2.2	-4.1	4.6%	22.4%	28.6	-1.4%	4.3%	-0.5%	-21.8
COc1ccc(CNC(=O)COC(=O)CCCOc2ccc(Cl)cc2Cl)cc1OC	.	6.3	?	3.6%	26.9%	16.0	18.0%	-0.7%	-4.0%	35.6
CCOC(=O)C1(Cc2ccccc2)CCN(Cc2cccc3c2OCO3)CC1	-17.0%	-0.3	13.5	3.6%	-12.7%	9.4	-9.1%	-0.1%	4.5%	25.5
COc1cccc(C(=O)NCC2CCCN2S(=O)(=O)c2cccs2)c1 (stereo not given)	.	.	2.7	2.7%	20.5%	-1.8	.	.	-4.3%	4.7
COc1ccccc1NC(=O)C(=O)NCCC1CCCCN1S(=O)(=O)c1ccc(F)cc1 (stereo not given)	.	.	2.0	-1.1%	5.4%	5.8	.	.	-7.1%	10.7
O=S(=O)(N/N=C\c1ccc2c(c1)OCO2)c1ccccc1	9.5%	-3.3	0.7	2.8%	-2.3%	23.7	9.8%	0.1%	1.8%	-1.9
COCCSc1ccccc1C(=O)Nc1ccc2c(c1)OCO2	-6.3%	-0.1	-1.0	5.1%	14.5%	24.6	-1.8%	5.5%	13.4%	3.5
O=C(c1ccco1)N1CCN(C(=O)C2CC2)CC1	-1.9%[11.5 µM]	3.5	-4.0	1.7%	3.9%	-7.5	-3.4%	.	-0.1%	-1.8
CCOC(=O)C1CCN(S(=O)(=O)c2ccc(C)c(C(=O)NC3CCCCC3)c2)CC1	-5.4%	4.6	1.7	0.4%	-0.2%	-18.9	?	-0.2%	3.9%	-2.1
O=C(N/N=C/c1cc([N+](=O)[O-])ccc1O)c1ccncc1	.	-7.1	8.1	-2.0%	-13.9%	6.6	-0.6%	-0.6%	-4.5%	-9.8
O=C(Nc1cc(C(F)(F)F)ccc1N1CCOCC1)c1c(F)c(F)c(F)c(F)c1F	0.9%	1.2	8.6	2.0%	13.8%	1.1	17.4%	0.2%	-5.7%	-1.9
O=C(O)c1cccc(NC(=O)c2ccccc2NC(=O)c2ccccc2F)c1	-5.2%	6.5	0.0	-0.1%	11.6%	-1.8	-4.1%	0.0%	2.7%	5.0
COc1ccc(C(=O)Nc2ccccc2C(=O)N2CCCCC2C)cc1 (stereo not given)	-7.6%	3.0	0.2	2.0%	10.2%	-2.7	2.5%	-1.2%	9.3%	-1.2
Cc1cccc(OCC(=O)NCCCNC(=O)c2cccnc2)c1	0.9%	-2.1	-0.8	2.8%	-18.0%	-6.4	30.0%	-1.6%	1.1%	16.9
Cc1[nH]c2ccccc2c1-c1nc(N)sc1C	1.0%	-0.9	1.7	4.0%	37.7%	7.8	-3.1%	1.7%	-5.0%	-3.5

High-throughput results as filed in PubChem.
